STK33 kinase inh = inhibitors of purified STK33 kinase, primary screen, biochemical, ADP-Glo luminescence, homogeneous, cell-free; Serine/threonine-protein kinase 33 (Homo sapiens), Q9BYT3; MBP phosphorylation; inhibition, % at 10 µM; 320,000 compounds, 0.073% hits; AID 2661, 2010;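 active = inhibition at or above 25%, using the most active replicate where run in duplicate; inactive = inhibition below 25%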
CHT inh = inhibitors of human choline transporter CHT; High affinity choline transporter 1 (Homo sapiens), Q9GZV3; CHT-expressing cells, membrane potential dye, choline response; active compounds read low; B-score at 10 µM; 310,000 compounds, 0.86% hits; AID 488975, 2010;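 active = B-score over 3 SD under the library average, and starting fluorescence ratio not unusually high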;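 also: choline stimulus applied at its EC90 after an EC20 pre-addition; B-score computed on integrated fluorescence ratio after choline addition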
Target sequence (Q9GZV3 whole entry, looked up): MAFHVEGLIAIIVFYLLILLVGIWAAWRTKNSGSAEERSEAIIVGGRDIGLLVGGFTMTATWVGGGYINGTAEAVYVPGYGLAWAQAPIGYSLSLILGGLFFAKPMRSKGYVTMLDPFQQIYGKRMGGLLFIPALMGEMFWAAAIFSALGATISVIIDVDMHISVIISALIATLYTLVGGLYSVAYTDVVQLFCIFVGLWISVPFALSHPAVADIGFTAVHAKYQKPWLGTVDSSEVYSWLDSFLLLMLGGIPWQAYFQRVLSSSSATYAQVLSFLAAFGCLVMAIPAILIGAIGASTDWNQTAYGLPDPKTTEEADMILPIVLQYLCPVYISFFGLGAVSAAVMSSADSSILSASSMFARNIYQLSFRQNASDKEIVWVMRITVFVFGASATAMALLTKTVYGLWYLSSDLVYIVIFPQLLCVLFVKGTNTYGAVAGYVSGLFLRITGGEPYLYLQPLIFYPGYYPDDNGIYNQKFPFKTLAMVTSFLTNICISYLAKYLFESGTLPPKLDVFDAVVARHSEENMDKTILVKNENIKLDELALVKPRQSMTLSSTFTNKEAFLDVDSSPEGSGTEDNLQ
CHT allo act = CHT positive allosteric modulators, primary screen, cell-based, membrane potential dye, choline EC20; B-score at 10 µM; 310,000 compounds, 0.49% hits; AID 488977, 2010; CHT-expressing cells; active compounds read high; LV-AA mutant CHT in HEK293 cells;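 active = initial fluorescence not abnormally high and integrated response B-score, plate-corrected, over 3 SD above library mean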
The depositor's hits bear a star; i = inactive; x = no result given. Compounds were not picked by outcome (roughly 1.5% active in at least one column).

entry	Molecule	STK33 kinase inh	CHT inh	CHT allo act
1	CCc1cccc2sc(NC(=O)c3ccc(N4C(=O)CCC4=O)cc3)nc12	-1.0	i	i
2	CC1CCCCN1CCCNC(=O)CN1C(=O)c2cccnc2Oc2ccccc21 (stereo not given)	-1.2	i	i
3	Cc1ccnc(NC(=O)CCC(=O)c2cccs2)c1	1.3	i	i
4	O=C(Nc1ccc(-n2cccn2)cc1)C1CCCCN1Cc1cccc2cccnc12 (stereo not given)	-0.4	i	i
5	COc1ccc(-c2cn3ccccc3n2)cc1OC	2.6	i	i
6	C=CCNC(=O)c1oc2ccc(S(=O)(=O)N3CCCCC3)cc2c1C	-1.1	i	i
7	Cc1ccc(S(=O)(=O)NCc2ccc(C(=O)NCCN(Cc3ccccc3)C(C)C)cc2)cc1	-2.4	i	i
8	C=CCn1c(SCC(=O)Nc2ccc(-c3nc4ccc(C)cc4s3)cc2)nnc1-c1ccccc1	1.4	i	i
9	O=[N+]([O-])c1ccc(Sc2n[nH]c(-c3ccncc3)n2)nc1	0.3	i	i
10	O=P(COCCO)(c1ccccc1)c1ccccc1	-0.3	i	i
11	CCCS(=O)(=O)N1CCc2ccc(NC(=O)C3CCCO3)cc2C1 (stereo not given)	-1.2	i	i
12	CCN(C(=O)COC(=O)C1CCN(S(=O)(=O)c2ccc(C)c(C)c2)CC1)C1CCS(=O)(=O)C1 (stereo not given)	-1.0	i	i
13	COc1ccc(C(=O)Nc2ccc(S(=O)(=O)N3CCCCC3)cc2)cc1OC	0.3	i	i
14	O=C(CN1CCCCCC1)Nc1cccc2c1OCO2	0.3	i	i
15	Cc1cc(NS(=O)(=O)c2ccc(N)cc2)no1	-0.1	i	i

Some of the entries so far, as labelled records.
(9) O=[N+]([O-])c1ccc(Sc2n[nH]c(-c3ccncc3)n2)nc1
- STK33 kinase inh: 0.3
- CHT inh: i
- CHT allo act: i
(10) O=P(COCCO)(c1ccccc1)c1ccccc1
- STK33 kinase inh: -0.3
- CHT inh: i
- CHT allo act: i
(11) CCCS(=O)(=O)N1CCc2ccc(NC(=O)C3CCCO3)cc2C1 (stereo not given)
- STK33 kinase inh: -1.2
- CHT inh: i
- CHT allo act: i
(12) CCN(C(=O)COC(=O)C1CCN(S(=O)(=O)c2ccc(C)c(C)c2)CC1)C1CCS(=O)(=O)C1 (stereo not given)
- STK33 kinase inh: -1.0
- CHT inh: i
- CHT allo act: i

The results go on:
entry	Molecule	STK33 kinase inh	CHT inh	CHT allo act
16	COc1ccc(/C=N/NC(=O)CSCC(=O)Nc2ccccc2)cc1OC	-1.6	i	i
17	COc1ccc(NC(=O)COc2ccc3oc(=O)cc(C)c3c2)cc1	-4.9	i	i
18	CCCCNC(=O)c1onc(CSc2ccncc2)c1C(=O)NCCCC	1.2	i	i
19	COCCOC(=O)/C(=C\c1cc(C(C)(C)C)c(O)c(C(C)(C)C)c1)C(C)=O	-1.9	i	i
20	O=C(CCN1C(=O)c2ccccc2S1(=O)=O)Nc1ccccc1	-2.8	i	i
21	Cc1ccc(C)n1C1CCS(=O)(=O)C1 (stereo not given)	-1.3	i	i
22	Cc1sc2c(c1C)CN(CCN1CCOCC1)CN2C(=O)c1ccccc1	1.0	i	i
23	Fc1ccc(CNC(=S)NC2CCCCCC2)cc1	-0.4	i	i
24	CC(C)Sc1cc(Cl)nc(NC(=O)Nc2ccccc2)n1	1.9	i	i
25	COc1cc(SC)ccc1C(=O)NCCCOC(C)C	-0.5	i	i
26	CC(C)CNC(=O)CC(=O)N/N=C/c1ccc(F)cc1	-1.0	i	i
27	O=C(CSc1nnc(NC(=O)c2cc(Br)ccc2Cl)s1)NCC1CCCO1 (stereo not given)	-0.7	i	i
28	CC(C)(C)NC(=O)CN(Cc1cccs1)C(=O)CNS(=O)(=O)c1ccccc1	-1.8	i	i
29	Cc1c(N2C(=O)C(=O)/C(=C(/O)c3ccc(Cl)cc3)C2c2ccccc2)c(=O)n(-c2ccccc2)n1C (stereo not given)	2.2	i	i
30	COc1ccc(Nc2ncc(F)c(N3CCOCC3)n2)cc1	-1.4	i	i
31	CN1CCN(C2=Nc3c(Cl)cc(Cl)c4cccc2c34)CC1	0.8	i	i
32	COc1cccc(CNC(=O)Cn2cc3c(n2)CCCCC3)c1	-1.1	i	i
33	CCOc1ccc(S(=O)(=O)Nc2ncn[nH]2)cc1	-2.1	i	i
34	CC(C)N1CCc2c(sc(NC(=O)CCS(=O)(=O)c3ccccc3)c2C(N)=O)C1	-3.1	i	i
35	O=C(O)c1ccccc1Sc1ccccc1S(=O)(=O)NC1CCCCC1	-6.2	i	i
36	CC(Nc1c([N+](=O)[O-])c(=O)oc2ccccc12)C(Cl)c1ccccc1 (stereo not given)	-0.7	i	i
37	O=C1N/C(=C\c2ccc(O)cc2)C(=O)c2ccccc21	-0.2	i	i
38	O=C(Cn1nnc(-c2cccs2)n1)NCCc1ccccc1	-2.2	i	i
39	COc1ccc(NC(=O)CSc2nncn2C)c([N+](=O)[O-])c1	-0.7	i	i
40	COc1ccccc1NC(=O)c1cc(S(=O)(=O)N2CCC3(CC2)OCCO3)ccc1F	1.1	i	i
41	CCCN1CCN(C(=O)C2CCN(S(=O)(=O)c3ccc4c(c3)NC(=O)C(C)S4)CC2)CC1 (stereo not given)	-2.9	i	i
42	CCCCOC(=O)c1sc2nc(C)cc(C)c2c1N	0.4	i	i
43	O=S1(=O)N=C2CCCCCN2C(c2ccncc2)N1 (stereo not given)	-0.4	i	i
44	Cc1nnc(SCc2c(Cl)cccc2Cl)n(N)c1=O	0.5	i	i
45	O=C(Nc1ccc([N+](=O)[O-])cc1)Nc1ccc(N2CCOCC2)c2nonc12	-0.7	i	i
46	N/C(=N\OC(=O)c1ccc(Cl)cc1Cl)c1cccnc1	0.1	i	i
47	O=C(Nc1nc(-c2ccccc2)cs1)c1ccccc1NS(=O)(=O)c1ccc(F)cc1	-1.6	-8*	i
48	COc1ccc(N2CCN(C(=O)C3CCN(C(=O)c4ccccc4Cl)CC3)CC2)cc1	-0.5	i	i
49	CC(=O)c1cccc(NC(=O)CC2CCCC2)c1	-0.6	i	i
50	C[C@@H]1O[C@@H](OC[C@H]2O[C@@H](Oc3c(-c4ccc(O)cc4)oc4cc(O)cc(O)c4c3=O)[C@H](O)[C@@H](O)[C@@H]2O)[C@H](O)[C@H](O)[C@H]1O	0.2	i	i
51	O=C(Nc1ccncc1)c1c(F)c(F)c(F)c(F)c1F	1.7	i	i
52	C/C(=N\Nc1ccc2nncn2n1)c1ccc(Br)s1	-0.9	i	i
53	CC(=O)N(CCC1(c2ccc(C)cc2)CCOC(C(C)C)C1)Cc1ccco1 (stereo not given)	-1.6	i	i
54	CCn1c(SCC(=O)c2[nH]c(C)c(C(C)=O)c2C)nnc1-c1ccccc1	-1.4	i	i
55	CCOc1ccc2nc(SC3CC(=O)N(c4ccc(OC)cc4)C3=O)sc2c1 (stereo not given)	-2.0	i	i
56	COC(=O)c1ccc(S(=O)(=O)N2CCC(c3nc4ccccc4o3)CC2)cc1	-0.6	i	i
57	COc1ccc(C(=O)NCC(=O)NCC(=O)OCC(=O)c2ccc(Br)cc2)cc1	-0.9	i	i
58	Cc1cccc(NC(=O)CSc2nnc([C@@H](N)Cc3ccccc3)o2)c1C	-0.9	i	i
59	Cc1nc2sc(C(c3cccc(F)c3)N3CCC(O)CC3)c(O)n2n1 (stereo not given)	-2.4	i	i
60	CC1=CC(=C2C(=O)c3ccccc3C2=O)C=C(C)O1	0.8	i	i
61	CCCCn1c(N)c(N(CCOC)C(=O)CSCc2cccc(C)c2)c(=O)[nH]c1=O	-0.8	i	i
62	CCOc1ccccc1NC(=O)Cn1cnc2c(cnn2-c2ccc(C)c(C)c2)c1=O	-0.2	i	i
63	COc1ccc(S(=O)(=O)N(CC(=O)Nc2ccc(S(=O)(=O)N3CCOCC3)cc2)Cc2ccc(F)cc2)cc1	-1.5	i	i
64	O=C(Nc1ccn(Cc2ccc(Cl)cc2)n1)c1ccc2c(c1)OCO2	-1.3	i	i
65	O=C(NCc1nnc(SCC(=O)N2CCc3ccccc32)o1)c1ccco1	-1.0	i	i
66	O=C(Nc1sc2c(c1C(=O)O)CCCCC2)c1cccnc1	-1.0	i	i
67	CC(CCc1ccccc1)NC(=O)C(Cc1ccccc1)NS(=O)(=O)c1cccs1 (stereo not given)	-2.3	i	i
68	CCC(C)(C)NC(=O)C(c1ccc(C)cc1)N(CC1CCCO1)C(=O)c1csnn1 (stereo not given)	-1.3	i	i
69	O=C(Nc1ccc(F)cc1)Oc1ccccc1N1CCOCC1	-1.5	i	i
70	COC(=O)CS(=O)(=O)c1ccc2c(c1)CC(=O)N2	-20	i	i
71	O=C(Nc1ccc2nn(-c3ccccc3)nc2c1)c1cccs1	-1.6	i	i
72	COc1cc(C(=O)n2nc(C)cc2C)ccc1O	0.6	i	i
73	CNC(=O)CC(C(=O)O)c1ccc(OC(C)C)cc1 (stereo not given)	-0.3	i	i
74	Cc1cc(Oc2ccccc2)nc(NCc2ccccc2)n1	-1.1	i	i
75	O=c1c2ccccc2[nH]c(=S)n1Cc1ccccc1Cl	-0.2	i	i

(list continues)
entry	Molecule	STK33 kinase inh	CHT inh	CHT allo act
76	COc1ccccc1NC(=O)c1ccc2c(O)c(S(=O)(=O)c3ccccc3)c(=O)[nH]c2c1	-1.4	i	i
77	O=S1(=O)CCN2C(c3cccc4ccccc34)=CSC2=N1	x	i	i
78	C/C(N)=C(/C#N)C(=O)COC(=O)c1cccc2ccccc12	1.3	i	i
79	CCOC(=O)C1=C(COC(=O)COc2ccc(OCC)cc2)NC(=O)NC1C (stereo not given)	-1.7	i	i
80	CN1CCN(C(=O)CCCOc2ccc(Cl)cc2Cl)CC1	-2.0	i	i
81	COC(=O)c1sc(SC)c2c1CC(C)(C)C/C2=N/O	0.6	i	i
82	CCN(CC)C(=O)c1ccc2nc(-c3ccccc3)c(-c3ccccc3)nc2c1	-0.5	i	i
83	COC(=O)c1sccc1NC(=O)CSc1ccccc1NC(=O)CNC(C)C	-0.8	i	i
84	CCc1cccc(C)c1NC(=S)N1CCCC1C(=O)O (stereo not given)	-0.8	i	i
85	CC1CCN(C(=O)CSc2ccc(-c3cccnc3)nn2)CC1	-0.4	i	i
86	O=C(CCN1CCN(Cc2ccccc2)CC1)Nc1ccc(OCc2ccccc2)cc1	-0.9	i	i
87	Cc1ccc(C)c(OCCCNCc2ccccc2)c1	0.4	i	i
88	N#C/C(=C\c1ccccc1)C(=O)Nc1ccccn1	0.3	i	i
89	Cc1cc(C(=O)COC(=O)C2=NN(c3ccccc3)C(=O)CC2)c(C)n1CC(F)(F)F	-2.9	i	i
90	COc1cc(/C=C/C(=O)O)cc(S(=O)(=O)N2CCN(S(=O)(=O)c3ccc(Cl)cc3)CC2)c1OC	0.8	i	i
91	c1ccc2c(CNCCN3CCOCC3)cccc2c1	-2.1	i	i
92	O=C(NCCc1ccccc1)C(=O)N/N=C/c1ccccc1C(F)(F)F	-1.1	i	i
93	O=C(N/N=C/c1cccnc1)c1ccccc1[N+](=O)[O-]	-0.5	i	i
94	COc1ccc(Nc2nc(Cl)nc(NCc3ccco3)n2)cc1	-0.7	i	i
95	Cc1ccccc1NS(=O)(=O)c1cc(C(=O)N2CCCC2)ccc1C	2.5	i	i
96	COc1ccc(/C=C/C(=O)NCc2nc3ccccc3[nH]2)cc1OC	0.8	i	i
97	O=C(NCc1ccco1)c1ccc(Oc2ccccc2)cc1	-0.5	i	i
98	COc1ccc(C(=O)CN2C(=O)NC3(CCCc4ccccc43)C2=O)cc1OC (stereo not given)	0.2	i	i
99	NC(=S)N=Nc1c(O)n(CC(=O)Nc2ccccc2)c2ccccc12	0.5	i	i
100	COc1ccc(/C(O)=C2/C(=O)C(=O)N(CCCN(C)C)C2c2ccc(Cl)cc2)cc1OC (stereo not given)	-1.9	i	i
101	CCOC(=O)CN1C(=O)S/C(=C/c2cc(C)n(-c3ccccn3)c2C)C1=O	-0.2	i	i
102	Cc1nnc(C)n1/N=C/c1cccc(Oc2ccccc2)c1	-1.0	i	i
103	O=C(NC(=S)Nc1cccc2cccnc12)c1ccccc1	0.0	i	i
104	O=C(NCc1ccco1)c1nc2ncccn2n1	-0.4	i	i
105	CN(C(=O)CO/N=C/c1ccc(OC(F)F)cc1)C1CCS(=O)(=O)C1 (stereo not given)	1.7	i	i
106	COc1ccc(C(=O)Nc2nc3ccccc3c(=O)[nH]2)cc1	0.1	i	i
107	Cc1ccc(CCC(=O)Nc2ccc([N+](=O)[O-])cc2Cl)o1	-0.7	i	i
108	Cc1cc(C)nc(CCNC(=O)c2cc(COc3ccc(F)cc3F)on2)n1	-2.7	i	i
109	Cc1ccc(N2CCN(C(=O)c3cccs3)CC2)c(C)c1	-4.7	i	i
110	Cc1ccc(NC(=O)COc2ccc(S(=O)(=O)N3CCOCC3)cc2)cc1	-0.6	i	i
111	COc1ccc(CNC(=O)C[C@H]2C(=O)N(Cc3ccc(OC)cc3)C[C@@H]2Cc2ccccc2)cc1	-2.1	i	i

Screens from PubChem.
